TexasRed fluor: Texas Red fluorescence interference in TRb-SRC2 counter-screen; TRb/SRC2 Texas Red total fluorescence interference; Potency, µM (series often up to 106 µM), inactives show at the highest dose fluorescence change, negative = quenching; 280,000 tested, 0.29% active; AID 1479; active means well fitted curve in either direction with a large enough effect; inconclusive means small, poorly fitted or top-dose-only effect; further: on the % scale 0 is the no-effect control and ±100 the full control effect
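Human TRb ligand-binding domain at 0.6 uM with 20 nM Texas Red SRC2 peptide in Tris buffer containing 1 uM T3 and 5% DMSO, incubated with compound 5 h at ambient temperature. Total fluorescence (555/632 nm) calculated as parallel + 2 × perpendicular.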
TRb-SRC2 inh: inhibitors of human thyroid hormone receptor beta-SRC2 interaction; Potency, µM (titrated, usually from 106 µM), without a hit: top-dose activity change, negative = inhibition, usual class: inhibitors; P10828; TRbeta-SRC2 peptide binding, fluorescence polarization; receptor liganded with 1 µM T3; 280,000 tested, 0.065% active;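 further: plate controls were bound peptide for no effect and peptide without receptor for full effect; nearly all actives have a fitted effect of over 50% in size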
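Decrease in fluorescence polarization of 20 nM Texas Red SRC2 coactivator peptide flagged inhibition of its binding to 0.6 uM TRb LBD; 1 uM T3 included, incubation 5 hr, ex 555/em 632 nm.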
HTT ATP protect: Huntington cell model cytoprotection by ATP luminescence; PC12 HTT-Q103 induced, cytoprotection, ATP luminescence, 40 h; AID 1471; 230,000 tested, 0.14% active; Potency, µM (series often up to 56.4 µM), inactives show cytoprotection (ATP increase), hits mostly activators;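 further: % of control where 0% means no effect; nearly all actives have a fitted effect of over 45% in size; toxic huntingtin expression switched on by the ecdysone agonist tebufenozide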
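PC12 cells with ecdysone-inducible HTT exon 1 Q103-GFP, induced with 100 nM tebufenozide and co-treated with library compounds in a dose series (1536-well, 1500 cells/well). Cytoprotection read as ATP content by ATPlite luminescence.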
L3MBTL1 inh: inhibitors of human L3MBTL1; Q9Y468; AlphaScreen L3MBTL1–H3K9me1 peptide binding; Potency, µM (titrated, usually from 57.1 µM), for the others: top-dose activity, negative = inhibition, most hits filed as inhibitors; 230,000 tested, 0.66% active; further: on the % scale 0 is the no-effect control and ±100 the full control effect; nearly all actives have a fitted effect of over 60% in size
Target sequence (Q9Y468 whole entry, looked up): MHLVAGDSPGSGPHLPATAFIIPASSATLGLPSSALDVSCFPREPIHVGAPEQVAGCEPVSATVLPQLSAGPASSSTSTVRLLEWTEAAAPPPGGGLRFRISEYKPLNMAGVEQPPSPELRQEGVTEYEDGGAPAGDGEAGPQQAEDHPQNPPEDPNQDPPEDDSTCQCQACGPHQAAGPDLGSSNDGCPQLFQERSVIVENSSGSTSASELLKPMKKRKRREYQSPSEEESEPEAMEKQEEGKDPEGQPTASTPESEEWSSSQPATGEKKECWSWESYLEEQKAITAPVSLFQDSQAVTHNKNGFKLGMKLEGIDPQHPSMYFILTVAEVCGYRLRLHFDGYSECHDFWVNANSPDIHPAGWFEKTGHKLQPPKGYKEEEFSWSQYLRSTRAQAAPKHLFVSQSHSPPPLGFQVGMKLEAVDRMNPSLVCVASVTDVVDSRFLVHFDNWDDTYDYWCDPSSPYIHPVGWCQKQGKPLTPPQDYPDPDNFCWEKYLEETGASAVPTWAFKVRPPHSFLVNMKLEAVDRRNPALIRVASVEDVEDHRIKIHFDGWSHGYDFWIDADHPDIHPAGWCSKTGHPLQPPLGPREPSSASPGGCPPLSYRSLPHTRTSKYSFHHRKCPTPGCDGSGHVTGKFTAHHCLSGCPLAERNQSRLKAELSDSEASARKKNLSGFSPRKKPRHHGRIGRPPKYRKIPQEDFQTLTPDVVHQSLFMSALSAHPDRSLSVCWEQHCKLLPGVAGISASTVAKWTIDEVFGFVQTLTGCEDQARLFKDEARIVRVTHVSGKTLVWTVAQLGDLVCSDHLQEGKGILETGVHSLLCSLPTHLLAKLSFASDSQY
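Read-out is AlphaScreen signal from streptavidin donor and nickel chelate acceptor beads (10 ug/mL final each) bridging L3MBTL1 (50 nM) and biotinylated K9-monomethylated H3(1-15) peptide (75 nM), after 30 min compound exposure at room temperature.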
Tau FP inhib: tau fibrillization inhibition (FP); AID 1468; K18 P301L tau heparin fibrillization, Alexa594 FP, 6 h; Potency, µM (series often up to 57.7 µM), for inactives: top-dose activity, negative = inhibition, most hits filed as inhibitors; 280,000 tested, 0.39% active; further: on the % scale 0 is the no-effect control and ±100 the full control effect; nearly all actives have a fitted effect of over 55% in size
Target sequence (P10636 561-689 P618L limits assumed): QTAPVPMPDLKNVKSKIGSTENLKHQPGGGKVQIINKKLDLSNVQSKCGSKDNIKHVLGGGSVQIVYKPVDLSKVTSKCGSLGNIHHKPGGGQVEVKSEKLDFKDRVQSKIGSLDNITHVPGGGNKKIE
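FP of Alexa 594-tau after heparin (20 uM) induction. Substrate: human K18 P301L, 15 uM unlabeled, 0.24 uM labeled. Buffer 100 mM sodium acetate pH 7. 6 hr, 37 C.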
Tau ThT inhib: tau fibrillization inhibition (ThT binding). P10636. recombinant tau K18 P301L, heparin-induced fibrillization, ThT fluorescence. Potency, µM (highest dose often 57.4 µM), for the others: top-dose activity, negative = inhibition, usual class: inhibitors. 270,000 tested, 2.1% active. AID 1460; further: on the % scale 0 is the no-effect control and ±100 the full control effect; nearly all actives have a fitted effect of over 55% in size
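Aggregation was driven by heparin (20 uM final) acting on recombinant tau […] bearing P301L in 100 mM sodium acetate pH 7; fibrils were detected with Thioflavin T.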
Tau fluor cs: counter-screen for tau fibril formation inhibitors; tau K18 P301L (four-repeat tau fragment) Alexa594 fluorescence, heparin fibrillization; Potency, µM (top dose mostly 57.7 µM), for inactives: at the highest dose activity change, negative = decrease; 280,000 tested, 0.93% active; AID 1463; further: on the % scale 0 is the no-effect control and ±100 the full control effect; nearly all actives have a fitted effect of over 55% in size
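Human K18 P301L tau (15 uM unlabeled plus 0.24 uM Alexa 594-labeled, final) in 100 mM sodium acetate pH 7 was mixed with compound and 20 uM heparin and incubated 6 hr at 37 C.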
RECQ1 helicase: inhibitors of human RECQ1 DNA helicase. P46063. RECQ1 DNA unwinding, red fluorescence kinetic read. Potency, µM (top dose mostly 57.3 µM), inactives show at the top dose activity, negative = inhibition, actives largely listed as inhibitors. 240,000 tested, 0.54% active. AID 2549;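 further: plate controls were vehicle for no effect and no enzyme for full effect; nearly all actives have a fitted effect of over 30% in size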
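RECQ1T1 50 nM; forked duplex (20 bp + 30-nt ss tails) 200 nM, ATP 2 mM final; pH 8.0, 2 mM MgCl2, 2.5 ug/ml poly(dI-dC); 15 min compound preincubation; discontinuous kinetic read over 2 h at RT.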
The depositor's hits bear a star; i = inactive; ? = inconclusive; . = not tested or not shown; & = joins results of further samples; [ ] = remark or other dose. Unless noted, the call rests on the fitted dose curve; in most records, active means well fitted curve in the direction sought with a large enough effect; inconclusive means small, poorly fitted or top-dose-only effect, or another doubt; inactive means no such curve, though single readings can be large; an effect the other way counts as inactive or inconclusive. Potency means the concentration at half of the fitted maximal effect.

SMILES	TexasRed fluor	TRb-SRC2 inh	HTT ATP protect	L3MBTL1 inh	Tau FP inhib	Tau ThT inhib	Tau fluor cs	RECQ1 helicase
O=C(O)c1cccc(NC(=O)c2cccc(S(=O)(=O)Nc3cccc(C(=O)O)c3)c2)c1	-5%	-7%	.	.	-12%	-1%	-2%	.
COc1ccccc1NC(=O)c1cnc(Nc2ccccc2OC)c2ccccc12	-1%	12%	-45%[inhibitor][10 µM]	65%[activator]	-6%	-11%	?	-7%
CC(C)n1c(SCC(=O)Nc2ccc(F)cc2)nc2c(oc3ccccc32)c1=O	1%	-6%	.	.	-15%	3%	-27%	.
COc1ccccc1NC(=O)C1=C(C)NC(=O)NC1c1ccc(C)s1 (stereo unspecified)	2%	-2%	?	2%[11.4 µM]	-10%	-4%	-3%	i
COc1ccc(C(CNc2ccc(S(=O)(=O)N3CCCC3)cc2[N+](=O)[O-])N2CCCC2)cc1 (stereo unspecified)	-1%[53 µM]	1%[53 µM]	5%[10 µM]	-18%	10%	-3%	-8%	-2%
CCSc1ncc(C#N)c(N)n1	-3%	4%	-8%	.	3%	-4%	-4%	-1%
CS(=O)(=O)N1CCN(C(=O)c2c(F)cccc2F)CC1	-2%	-12%	2%[10 µM]	15%	-3%	3%	0%	-13%
CCN1CNC(=S)N(c2ccccc2C)C1	-2%	-1%	4%[10 µM]	3%	-1%	-12%	-11%	1%
Cc1ccc(-c2nnc(Nc3ccc(C(N)=O)cc3)c3ccccc23)cc1S(N)(=O)=O	-3%	6%	.	.	-3%	5%	2%	.
Cc1ccc(Cl)cc1NC(=O)c1cc(S(=O)(=O)N2CCCCCC2)cn1C	-2%	3%	.	.	2%	-3%	-10%	.
Cc1ccc(C(=O)OCc2cc3ccccc3[nH]c2=O)cc1	0%	0%	-8%	7%	-3%	-11%	-6%	i
O=C(NCc1ccc2c(c1)CCN2C(=O)c1ccccc1)c1ccco1	-9%	3%	.	.	-5%	3%	0%	.
CCCCn1c(NCCO)nc2ccccc21	-5%	1%	-7%	0%	4%	-2%	5%	-6%
CN1CCN(c2oc(-c3cccs3)nc2S(=O)(=O)c2ccccc2)CC1	-2%	-15%	7%	-12%	-20%	-9%	-12%	i
CCCCn1c(SCC(=O)Nc2nnc(CC)s2)nc2c1c(=O)n(C)c(=O)n2C	-4%	1%	-10%	-1%	1%	-1%	2%	-5%
Cc1nn(S(=O)(=O)c2cccs2)c(C)c1Sc1ccccc1	1%	7%	-22%	36%[activator]	-11%	-10%	-19%	-5%
Cc1ccc2c(c1)nnn2C1CCN(CC(=O)Nc2ccccc2N2CCOCC2)CC1	-4%	7%	-24%	-2%	2%	?	-9%	-1%
CCCC[n+]1ccn(-c2nc3ccccc3nc2[N-]S(=O)(=O)c2ccc(C)cc2)c1	0%	-9%	4%	.	10%	-15%	-5%	-14%
O=c1nc2ccccc2c2n1CC(CN1CCN(C(c3ccccc3)c3ccccc3)CC1)N2 (stereo unspecified)	-1%	4%	-20%[1.9 µM]	-3%	-4%	?	-20%	i
CCOC(=O)c1sc(=NC(=O)/C=C/c2cccs2)n(C)c1C	2%	4%	-31%	16%	-10%	-3%	-1%	-9%
CCOCCCN1CC(C(=O)NCCc2ccc(C)cc2)CC1=O (stereo unspecified)	1%	-19%	-7%	4%	-2%	-1%	5%	?
COc1ccc(CN(C)S(=O)(=O)c2nnc(NC(=O)C(C)C)s2)cc1OC	-2%	3%	.	.	-7%	0%	-6%	.
CCOC(=O)CSC1=C(C#N)C(c2ccccc2OC)CC(=O)N1 (stereo unspecified)	0%	0%	-22%	.	-4%	-13%	-10%	-7%
O=C(Nc1nc2c(F)cccc2s1)c1ccc2c(c1)OCCO2	-5%	3%	.	.	?	-8%	?	.
C=C(C)CC1N(c2cccc(OC)c2)C(=O)[C@@H]2C(C(=O)O)[C@H]3C=C[C@@]12O3 (stereo partly specified)	2%	2%	-16%	3%	?	-3%	-13%	-1%

New compounds follow:
SMILES	TexasRed fluor	TRb-SRC2 inh	HTT ATP protect	L3MBTL1 inh	Tau FP inhib	Tau ThT inhib	Tau fluor cs	RECQ1 helicase
CN(C)/C=C1\Cc2ccccc2C1=O	0%	7%	9%[10 µM]	.	-15%	.	-8%	-1%
O=C(Cn1cc[n+](CC(=O)c2ccc(Cl)cc2Cl)c1)c1ccc(Cl)cc1Cl	1%	-6%	-11%[10 µM]	-5%	-1%	-3%	-4%	-6%
C=CCc1ccc(OCC(O)CN2CCCCC2)c(OC)c1 (stereo unspecified)	-6%	7%	-18%[0.074 µM]	0%	3%	-2%	3%	-6%
O=C(COC(=O)c1cccc(O)c1)Nc1ccc(OC(F)F)cc1	-1%	4%	2%	.	5%	-12%	-17%	i
COc1ccc(NC(=O)c2cccnc2SC)cc1S(=O)(=O)N1CCCCC1	-1%	8%	5%[10 µM]	15%	-6%	-2%	-9%	-2%
CCC(=O)N1CCc2cc(Br)cc(S(=O)(=O)CCC(=O)N3CCN(c4ccc(OC)cc4)CC3)c21	0%	-4%	.	.	-13%	-16%	-21%	.
C[N+](C)(C)CCCNC(=O)c1ccc(/C=N/O)nc1	-3%	0%	-59%[inhibitor]	.	12%	10%	15%	3%
Cn1nc(-c2ccc(Cl)cc2)cc1NC(=O)CSCC(=O)O	-1%	-3%	7%[10 µM]	5%	1%	?	-13%	19%
NNC(=O)c1ccc(O)cc1O	-2%	2%	.	-2%	3%	-11%	-3%	i
CCCCC(CC)CNC(=O)CCCn1c(=O)[nH]c2ccsc2c1=O (stereo unspecified)	-1%	-4%	.	.	-19%	0%	-15%	.
COc1cccc(NS(=O)(=O)Cc2ccccc2)c1	-4%	-2%	-11%	2%	9%	-6%	-4%	i
CC(C)(CO)Nc1nc(Nc2ccccc2)nc(Nc2ccccc2)n1	-3%	-8%	16%[1.9 µM]	8%	-5%	-8%	-15%	-6%
COc1cccc(CNC(=O)c2c(O)nc3ccccn3c2=O)c1	-3%	1%	.	.	9%	4%	-1%	.
OCCN(Cc1ccccc1)Cc1ccccc1F	-1%	9%	0%	31%[activator][11.4 µM]	1%	1%	4%	0%
CCN(CCCNC(=O)c1nn(-c2ccc(OC)cc2)c(=O)c2c1c1ccccc1n2C)c1ccccc1	0%	3%	.	.	-3%	-11%	?	.
O=C(COc1ccc(F)cc1)Nc1ccc2nc(SCCOc3ccccc3)sc2c1	-11%	1%	.	.	?	-8%	?	.
COc1cccc(NC(=O)c2cc(CN3CCOCC3)on2)c1	-14%	-5%	.	.	-10%	-2%	-5%	.
Cc1cccc2cc(C#N)c(SCC(=O)NCC3CCCO3)nc12 (stereo unspecified)	-1%	4%	-16%[10 µM]	-12%	3%	1%	8%	1%
CN1CCN(C(=O)c2cnn(-c3ccccc3)c2NC(=O)c2ccccc2)CC1	-1%	0%	?	2%	-9%	-9%	-8%	-4%
C=CCN1C(=O)/C(=C/c2cccs2)S/C1=N\S(=O)(=O)c1ccc(F)cc1	3%	0%	0%[10 µM]	-9%	4%	-11%	-9%	-5%
CCCNC(=O)c1ccc2nc(-c3ccccc3)c(-c3ccccc3)nc2c1	-3%	1%	14%[10 µM]	5%	-9%	-17%	-21%	-13%
CN(C)c1ccc(C(c2ccc(N(C)C)cc2)c2ccc([N+](=O)[O-])cc2)cc1	2%	-6%	12%&17%[10 µM]	28µM*	7%	-6%	?	6%
O=C(CC1(O)C(=O)N(Cc2ccccc2Cl)c2ccccc21)c1ccco1 (stereo unspecified)	0%	-4%	-15%[0.074 µM]	-10%	4%	-9%	-1%	-3%
CCCCSCCCNC(=O)C1CCC(CNS(=O)(=O)c2ccccc2)CC1 (stereo unspecified)	-3%	0%	.	.	-3%	-9%	-4%	.
Cc1cc(C)cc(NC(=O)C(=O)NCC(c2cccnc2)N2CCN(c3ccccc3)CC2)c1 (stereo unspecified)	1%	-13%	.	.	-1%	7%	-13%	.

As entered above:
CCOC(=O)c1sc(=NC(=O)/C=C/c2cccs2)n(C)c1C in TexasRed fluor has 2%
O=C(CC1(O)C(=O)N(Cc2ccccc2Cl)c2ccccc21)c1ccco1 (stereo unspecified) in TRb-SRC2 inh has -4%
COc1cccc(NS(=O)(=O)Cc2ccccc2)c1 in Tau FP inhib has 9%
Cc1ccc(-c2nnc(Nc3ccc(C(N)=O)cc3)c3ccccc23)cc1S(N)(=O)=O in Tau FP inhib has -3%

Quoted at random: four compounds from above.
SMILES	TexasRed fluor	TRb-SRC2 inh	HTT ATP protect	L3MBTL1 inh	Tau FP inhib	Tau ThT inhib	Tau fluor cs	RECQ1 helicase
C=CCc1ccc(OCC(O)CN2CCCCC2)c(OC)c1 (stereo unspecified)	-6%	7%	-18%[0.074 µM]	0%	3%	-2%	3%	-6%
CC(C)(CO)Nc1nc(Nc2ccccc2)nc(Nc2ccccc2)n1	-3%	-8%	16%[1.9 µM]	8%	-5%	-8%	-15%	-6%
NNC(=O)c1ccc(O)cc1O	-2%	2%	.	-2%	3%	-11%	-3%	i
C=CCN1C(=O)/C(=C/c2cccs2)S/C1=N\S(=O)(=O)c1ccc(F)cc1	3%	0%	0%[10 µM]	-9%	4%	-11%	-9%	-5%

Next section.
SMILES	TexasRed fluor	TRb-SRC2 inh	HTT ATP protect	L3MBTL1 inh	Tau FP inhib	Tau ThT inhib	Tau fluor cs	RECQ1 helicase
Cc1ccc(C)c2c1cc(C)c1nnc(SCC(=O)N3CCCc4ccccc43)n12	1%	-1%	5%[10 µM]	6%	-2%	-17%	1%	-5%
O=C1C=C(NCc2ccco2)CCC1	0%	-2%	-14%	-1%	-4%	-7%	3%	-8%
Cc1ccc(Cn2c(=O)n(-c3ccc(C)c(C)c3)c(=O)c3c(C)c(C)sc32)cc1	-1%	-6%	.	.	-7%	-27%	-27%	.
Cc1cc(C(=O)N2CCN(C(c3ccccc3)c3ccccc3)CC2)on1	4%	3%	0%	.	-2%	-27%	-13%	-11%
COc1ccc(C(=O)N/N=C/c2ccc(OC)c(CN3CCN(c4ccc(F)cc4)CC3)c2)cc1	-5%	-4%	29%[10 µM]	2%	-1%	-11%	-8%	-2%
FC(F)(F)c1cnc(COc2cc(Cl)cc(Cl)c2)c(Cl)c1	-4%	-8%	-7%[10 µM]	128%[activator]	-11%	-4%	-10%	-5%

The list is partial; count on the stated rates, not on these rows.
